# HePTP inhibitor: inhibitors of human HePTP phosphatase; P35236; recombinant HePTP phosphatase activity, OD absorbance; inhibition, % at 20 µM; 110,000 tested, 0.64% active; in the data active = inhibition above about 50%;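 also: plate controls were vehicle for no effect and reference inhibitor for full effect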
# Target sequence (P35236 whole entry, looked up): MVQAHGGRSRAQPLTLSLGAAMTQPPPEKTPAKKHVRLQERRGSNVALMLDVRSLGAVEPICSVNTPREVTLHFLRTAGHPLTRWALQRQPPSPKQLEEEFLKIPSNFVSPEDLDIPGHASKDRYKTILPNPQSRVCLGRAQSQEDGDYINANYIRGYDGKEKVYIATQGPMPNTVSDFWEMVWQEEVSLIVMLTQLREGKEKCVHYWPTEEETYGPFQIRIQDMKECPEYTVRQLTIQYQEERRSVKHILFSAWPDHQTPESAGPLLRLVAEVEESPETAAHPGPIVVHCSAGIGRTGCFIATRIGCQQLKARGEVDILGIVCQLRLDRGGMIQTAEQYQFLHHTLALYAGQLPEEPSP
# BAP1 inh: inhibitors of human BAP1 deubiquitinase. recombinant BAP1, Ub-AMC hydrolysis fluorescence kinetic; stronger effect = lower value. Q92560. 72,000 tested, 0.48% active. AID 436. activity remaining (% of control), % at 20 µM;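 active = activity remaining at or below 50% of control, provided the compound also passes the data quality filters; inactive = the rest, including low values that fail the filters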;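 also: 100% = DMSO wells rate and 0% = substrate alone blank rate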
# Target sequence (Q92560 whole entry, looked up): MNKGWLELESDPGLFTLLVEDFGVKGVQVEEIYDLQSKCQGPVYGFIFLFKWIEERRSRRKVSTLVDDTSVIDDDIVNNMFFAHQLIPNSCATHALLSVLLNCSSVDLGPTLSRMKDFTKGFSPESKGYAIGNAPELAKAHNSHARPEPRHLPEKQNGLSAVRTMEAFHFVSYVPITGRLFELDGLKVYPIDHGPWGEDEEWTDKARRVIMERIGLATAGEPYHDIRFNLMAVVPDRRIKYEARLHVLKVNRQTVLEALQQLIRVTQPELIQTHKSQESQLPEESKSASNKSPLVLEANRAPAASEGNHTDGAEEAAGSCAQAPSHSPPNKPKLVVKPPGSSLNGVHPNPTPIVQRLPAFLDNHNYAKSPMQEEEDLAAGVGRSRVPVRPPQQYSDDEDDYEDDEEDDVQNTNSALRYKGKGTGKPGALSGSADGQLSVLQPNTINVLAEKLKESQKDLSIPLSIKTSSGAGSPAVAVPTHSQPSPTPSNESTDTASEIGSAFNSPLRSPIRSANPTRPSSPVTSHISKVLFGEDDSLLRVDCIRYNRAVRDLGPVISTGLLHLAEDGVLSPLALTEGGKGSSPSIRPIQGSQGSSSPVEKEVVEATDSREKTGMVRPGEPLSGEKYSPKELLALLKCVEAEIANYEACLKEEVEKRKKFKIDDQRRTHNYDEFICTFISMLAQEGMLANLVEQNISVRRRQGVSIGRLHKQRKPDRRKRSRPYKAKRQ
# The depositor's hits bear a star; / = not tested or not shown; & = joins results of further samples.
SMILES,HePTP inhibitor,BAP1 inh
CCOC(=O)c1c(C)[nH]c(C(=O)CN2C(=O)NC(C)(c3ccc(C)cc3)C2=O)c1C (stereo not drawn),7,108
CCCCSc1nnc(CCC)n1N,13,112
COc1cc2nc(-c3ccc4c(c3)C(=O)N(c3ccccc3OC)C4=O)oc(=O)c2cc1OC,/,69
CCOC(=O)C1=C(CNCc2ccc(C)cc2)NC(=O)NC1c1ccc(OC)cc1 (stereo not drawn),11,95
CC(=O)N1CCc2cc(S(=O)(=O)N3CCc4ccccc4C3)ccc21,-8,107
COc1cc(C=O)ccc1OCCOc1ccc(C)c(C)c1,4,/
CCCS(=O)(=O)N1CCC(C(=O)N2CCN(Cc3ccccc3)CC2)CC1,3,106
Clc1ccccc1OCc1nn2c(-c3ccncc3)nnc2s1,8,64
COc1ccc(N2C(=O)C3C4C=CC(C4=C4CCCC4)C3C2=O)cc1 (stereo not drawn),-11,/
CC(C)(C)C1CCc2oc3ccc(NS(=O)(=O)c4cccc([N+](=O)[O-])c4)cc3c2C1 (stereo not drawn),/,70
CCN1CCN(CCCNC(=O)c2ccc3c(c2)NC(=O)c2ccccc2S3)CC1,-13,103
CSCCC(C(=O)Nc1ccc2c(c1)OCO2)N1C(=O)c2ccccc2C1=O (stereo not drawn),15,111
CCOc1ccc(NC(=O)C(C)C)c([N+](=O)[O-])c1,6,/
Cc1cc(NC(=O)c2cc(CC(C)C)on2)no1,-2,96
Nc1nc(-c2cccc([N+](=O)[O-])c2)cs1,-12,/
COc1cc2c(cc1OC)-c1nnc(-c3ccc(Br)cc3)n1C(C)(C)C2,9,/
COc1ccc(Cl)cc1NC(=O)c1cc2nc(-c3ccccc3)cc(C)n2n1,103*,/
O=C(O)CNS(=O)(=O)c1cc(Cl)c(Cl)cc1Cl,5,103
CCN(C(=O)c1cc2cc(Cl)cc(Cl)c2oc1=O)c1ccccc1,5,/
O=C(O)CCC(=O)N1N=C(c2ccc(Br)cc2)CC1c1ccccc1 (stereo not drawn),7,/
C/C(N)=C(/C#N)C(=O)COC(=O)C1Cc2ccccc2CN1S(C)(=O)=O (stereo not drawn),6,129
CC(C)n1c(SCC(=O)NCc2ccco2)nc2c1c(=O)n(C)c(=O)n2C,-3,99
Cn1c(CN2CCCCC2)nc2cc(NC(=O)c3cccs3)ccc21,-2,74
O=c1n(CCCN2CCN(c3cccc(Cl)c3)CC2)nc2ccccn12,6,99&73
CCCCc1c(C)nc(N)[nH]c1=O,4,103
Cc1noc(C)c1C(=O)OCC(=O)NCCC1=CCCCC1,-2,90
O/N=C(\c1ccc2c(c1)OCCO2)C1CCCCC1,7,116
CCOC(=O)c1cnn2c(C)cc(-c3ccc(F)cc3)nc12,-4&-5,68
O=C(NCCCN1CCN(CCCNC(=O)c2ccc3c(c2)OCO3)CC1)c1ccc2c(c1)OCO2,9,79
COc1ccc(/C=N/NS(C)(=O)=O)cc1,-1,/
O=C1CC(c2ccccc2)CC2=C1C(c1cccc(C(F)(F)F)c1)Nc1ccccc1N2 (stereo not drawn),-13,/
Cc1cccc(NC(=O)CC2S/C(=N\N=C\c3cccs3)NC2=O)c1C (stereo not drawn),-14,/
COc1ccc(NC(=O)CSc2nc3ccccc3o2)c(OC)c1,11,/
CC(C)c1ccc(N=Cc2ccc(OC3CSC3)cc2)cc1,-21,/
Cc1nn(Cc2ccc(C(=O)Nc3nccs3)cc2)c(C)c1Cl,9,123
C=CCn1c(=O)c(C(=O)Nc2ccccc2Cl)c(O)c2ccccc21,10,/
Cc1nc2c(C(=O)NCc3ccco3)cnn2c(C)c1Cc1ccc(F)cc1Cl,4,/
Cc1ccc(-c2nnc(-c3cccc(Br)c3)o2)cc1,-4,/
Cc1nc(-c2cccc(S(=O)(=O)N3CCOCC3)c2)cs1,-15,129
COc1ccc(N2C(=O)/C(=C\c3cccnc3)SC2=S)cc1,-1,/
Cc1ccccc1CN(c1ccc(C(N)=O)cc1)S(C)(=O)=O,10,117
C=CCOc1ccccc1/C=N/N=C(N)N,0,/
O=c1c2ccccc2nc2n1CCC2,4,90
O=C(c1ccco1)N(Cc1nc2ccccc2c(=O)[nH]1)C1CCCC1,-8,105
COc1ccc(S(=O)(=O)N2CCC(C(=O)O)CC2)cc1C(=O)O,-1,/
COc1ccc(-n2ncc3c(N4CCCCC4)ncnc32)cc1,0,97
Cc1nc(SCc2ccccc2C)n[nH]1,2,107
COCCNC(=O)CCCn1c(=O)c2ccccc2n(CC(=O)NCCC2=CCCCC2)c1=O,5,108
COc1ccc(Cl)cc1S(=O)(=O)n1nnc2ccccc21,6,105
COC(=O)NCC(c1cccnc1)N1CCN(c2ccccc2OC)CC1 (stereo not drawn),34,95
Cc1c(Cl)cccc1NC(=O)Cn1cccc1,-10,132
Cc1cc(N2CCOCC2)nc2cc(O)ccc12,5,105
Cc1ccccc1C(=O)Nc1ccc(-c2nc3ccccc3[nH]2)cc1,4,/
COCCNC(=O)c1nn2c(C(F)(F)F)cc(-c3ccc(OC)cc3)nc2c1Cl,11,/
C=CCn1c(-c2ccc(N)cc2)nc2ccccc21,1,103
O=C(CCCN1C(=O)c2cccnc2C1=O)N1CC(=O)N(CCc2ccccc2)C(=O)C1,0,108
O=c1cc(Nc2ccc(Br)cc2)c2ccccc2n1-c1ccccc1,11,/
CCCCSC1=C(C#N)C(c2ccccc2C)CC(=O)N1 (stereo not drawn),10,104
CNC(=O)CCn1nc(-c2ccccc2)c2ccccc2c1=O,7,84
Cc1c(Cc2ccccc2)sc(N)c1C(N)=O,2,78
# Continued:
SMILES,HePTP inhibitor,BAP1 inh
C=CC(O)(C#CCN(CC)CC)c1ccccc1 (stereo not drawn),4,84
CCN(CC)C(=O)c1cnn(-c2ccccc2)c1NC(=O)c1ccccc1Cl,6,/
Cn1c(=S)n(/N=C/c2ccc3c(c2)OCO3)c2ccccc21,8,92
O=C(Cc1ccccc1)NCc1ccc(Cl)cc1,2,/
O=C(NCCOc1ccc(Cl)cc1)C(O)(c1ccc(Cl)cc1)c1ccc(Cl)cc1,-5,/
O=C(O)c1cc(NC(=O)c2cccc(Br)c2)cc(C(=O)O)c1,-4,/
O=C(Nc1cccc(O)c1)/C(=C\c1cccs1)NC(=O)c1ccccc1,2,/
CC(=O)Nc1ccc(C(=O)c2ccccc2)cc1,-9,102
O=C1Nc2cc(C(=O)N3CCOCC3)ccc2SC1N1CCOCC1 (stereo not drawn),0,115
O=C(Nc1ccc2c(c1)OCCO2)c1cccc([N+](=O)[O-])c1,6,/
O=C(CSc1nnc(COc2cccc3cccnc23)o1)N1CCc2ccccc21,7,215
CCCc1cc(C(=O)NCc2ccccc2)no1,3,91
Cn1c(=O)c2c(nc(CN3CCN(c4ccccc4)CC3)n2CCN2CCOCC2)n(C)c1=O,6,101
Cc1cccc(NC(=O)c2cc3c(n(-c4ccccc4)c2=O)CCCC3=O)n1,6,113
COC(=O)CSc1nnc(CNC(=O)c2cccc(C)c2)n1-c1ccccc1OC,5,89
Cc1onc(-c2ccccc2Cl)c1C(=O)N1CCC(C(O)(c2ccccc2)c2ccccc2)CC1,-4,/
COc1ccc2nc(NC(=O)c3cccnc3)sc2c1,/,82
CCOc1ccc(N(CC(=O)N[C@@H]2C[C@H]3CC[C@@H]2C3)S(=O)(=O)c2ccc(SC)cc2)cc1,-48,/
O=C(N/N=C(/c1ccccc1)C(F)(F)F)c1ccncc1,6,/
Cc1csc(NC(=O)c2cccc(Cn3nc(C)c(Br)c3C)c2)n1,7,78
O=C(CN1C(=O)C2CCCCN2C(=O)c2ccccc21)N1CCCc2ccccc21 (stereo not drawn),9,91
c1ccc(N=P(N2CCOCC2)(N2CCOCC2)N2CCOCC2)cc1,-8,107
Cc1ccc(C(=O)N2CCN(C3CCCCC3)CC2)s1,-2,/
CC(C)CNc1ncnc2ccc(Br)cc12,4,/
O=C1CSc2ccc([N+](=O)[O-])cc2N1Cc1ccccc1F,4,/
COc1ccc(CCNc2oc(-c3ccc(OC)c(OC)c3)nc2C#N)cc1,7,/
CCC(C)OC(=O)C1=C(C)NC2=C(C(=O)CCC2)C1c1cccs1 (stereo not drawn),12,/
O=C(CSCc1ccccc1)Nc1ccc2c(c1)C(=O)N(c1ccccc1)C2=O,1,/
Cc1cc(=O)[nH]c(SCc2ccccc2)n1,2,/
C#CCn1cnc2c(cnn2-c2ccc(C)c(C)c2)c1=O,8,91
CC(=O)C1=C(C)NC(=O)NC1c1ccccc1OCc1ccccc1 (stereo not drawn),-3,/
Nc1nc(-c2ccc3c(c2)OCCO3)cs1,8,111
Cn1nnnc1SCC(=O)Nc1ccc(Oc2ccccc2)cc1,4,61
O=C(Nc1ccccc1)N1CCn2c(nc3ccccc32)C1,8,98
CCOCCOC(=O)C1=C(C)N(C)C(=O)NC1c1cc(Cl)c(O)c(OCC)c1 (stereo not drawn),6,74
Cc1ccc(/C=C/C(=O)NC(=S)Nc2ccc(S(N)(=O)=O)cc2)cc1,7,/
COc1ccccc1NC(=O)Cn1cnc2c1c(=O)n(C)c(=O)n2C,6,105
Cc1cc(C)cc(OCC(O)CNC(C)(C)C)c1 (stereo not drawn),-25,/
Cc1ccc(N2C(=O)/C(=C/c3cc(C)n(C)c3C)C(=O)NC2=S)cc1,7,/
CCN(CC)S(=O)(=O)c1cccc(-c2nnc(C(=O)c3ccc(C(F)(F)F)cc3)o2)c1,6,/
CCCCOC(=O)c1ccc(NC(=O)C(CCS(C)(=O)=O)NC(C)=O)cc1 (stereo not drawn),-3,100
O=C(Nc1nccs1)C12CC3CC(C1)CC(C(=O)Nc1nccs1)(C3)C2,1,101
O=C1NC(=S)N(c2ccccc2)C(=O)/C1=C/c1cccs1,4,/
COc1ccc(C(=O)N2CCN(Cc3cc(OC)c(OC)c(OC)c3)CC2)cc1OC,3,/
Cc1no[n+]([O-])c1COc1cccc(/C=C2\N=C(c3ccccc3)OC2=O)c1,4,/
c1ccc(CC2CN=C(N3CCOCC3)S2)cc1 (stereo not drawn),/,91
COc1ccc(NC(=O)CN(c2ccc(Br)cc2)S(C)(=O)=O)c(OC)c1,-3,/
CN(C)CCOC(c1ccccc1)c1ccccc1 (tested in a mixture with another compound),8,136
C=CCn1c(SCC(=O)c2cc(C)n(CC3CCCO3)c2C)nnc1-c1ccccc1 (stereo not drawn),1,119
O=c1[nH]c(-c2cccs2)nc2ccccc12,-9,90
CN1CCN(CCC(=O)N2c3ccccc3Sc3ccc(Cl)cc32)CC1,2,67
O=C(O)c1ccccc1NC(=O)c1ccccc1-c1ccccc1C(=O)O,7,/
CC(C)N(C(=O)c1ccc(C(=O)Nc2ccc(Nc3ccccc3)cc2)cc1)C(C)C,1,/
CCC(Sc1nc(C)cc(=O)[nH]1)C(=O)Nc1nc2c(s1)CCCC2 (stereo not drawn),-12,103
CC(=O)Nc1sc2c(c1C#N)CCCC2,12,/
CCOC(=O)Nc1c(O)ccc2oc(C)c(-c3ccccc3)c12,5,85
Cc1ccc(-c2noc(C3CCN(C(=O)Nc4ccc(C#N)cc4)CC3)n2)o1,0,102
C=CCN1C(=O)/C(=C\c2ccc(OCc3cccc4ccccc34)cc2)SC1=S,-19,/
CCOC(=O)C1=C(CC)NC2=C(C(=O)CCC2)C1c1cc2c(cc1[N+](=O)[O-])OCO2 (stereo not drawn),12,/
CCOc1cccc2c1N(C(=O)c1cccc(F)c1)C(C)(C)c1ssc(=S)c1-2,-2,/

# Exported with values under each structure: three of the compounds above
# Below each SMILES: HePTP inhibitor, BAP1 inh
CN1CCN(CCC(=O)N2c3ccccc3Sc3ccc(Cl)cc32)CC1
  2, 67
O=C(O)c1ccccc1NC(=O)c1ccccc1-c1ccccc1C(=O)O
  7, /
CC(C)N(C(=O)c1ccc(C(=O)Nc2ccc(Nc3ccccc3)cc2)cc1)C(C)C
  1, /

# Single records (already shown). Screens in order: HePTP inhibitor | BAP1 inh
# CCCCOC(=O)c1ccc(NC(=O)C(CCS(C)(=O)=O)NC(C)=O)cc1 (stereo not drawn) is listed as -3 | 100
# Cc1no[n+]([O-])c1COc1cccc(/C=C2\N=C(c3ccccc3)OC2=O)c1 is listed as 4 | /
# CCOC(=O)C1=C(CC)NC2=C(C(=O)CCC2)C1c1cc2c(cc1[N+](=O)[O-])OCO2 (stereo not drawn) is listed as 12 | /
# COc1ccc(NC(=O)CN(c2ccc(Br)cc2)S(C)(=O)=O)c(OC)c1 is listed as -3 | /
# C=CCN1C(=O)/C(=C\c2ccc(OCc3cccc4ccccc34)cc2)SC1=S is listed as -19 | /

# (more compounds)
SMILES,HePTP inhibitor,BAP1 inh
CN(C)c1nc(-c2ccccc2)c(N)c(-c2ccccc2)n1,1,/
CCOc1ccc(C(=O)NC(C)(C)C)cc1Cl,-2,/
O=C(CSc1nc2ncccc2[nH]1)Nc1ccc2c(c1)OCCO2,1,101
O=C1c2ccc(C(c3ccc4c(c3)C(=O)N(c3ccccc3)C4=O)(C(F)(F)F)C(F)(F)F)cc2C(=O)N1c1ccccc1,-15,/
O=C(COc1ccc(Cl)cc1)Nc1nn[nH]n1,1,/
COCCCN(C(=O)Nc1ccccc1)C(C)c1ccncc1 (stereo not drawn),2,106
O=C(O)c1[nH]c2ccccc2c1NS(=O)(=O)Cc1ccccc1,10,103
Fc1ccc(C(c2nnnn2Cc2ccco2)N2CCN(C3CCCCC3)CC2)cc1 (stereo not drawn),-1,90
C=CCn1c(C(C)NC(=O)COC)nc2ccccc21 (stereo not drawn),-3,92
Cc1cc(C)cc(NC2=C(Cl)C(=O)N(c3cccc(Cl)c3)C2=O)c1,7,/
COc1ccccc1N1N=C(c2ccccc2)CC1c1ccccc1 (stereo not drawn),4,/

# 6 structures from above, arranged by length of the SMILES, ascending.
SMILES,HePTP inhibitor,BAP1 inh
Cc1cc(=O)[nH]c(SCc2ccccc2)n1,2,/
C#CCn1cnc2c(cnn2-c2ccc(C)c(C)c2)c1=O,8,91
CN(C)c1nc(-c2ccccc2)c(N)c(-c2ccccc2)n1,1,/
O=C(c1ccco1)N(Cc1nc2ccccc2c(=O)[nH]1)C1CCCC1,-8,105
Cc1cccc(NC(=O)c2cc3c(n(-c4ccccc4)c2=O)CCCC3=O)n1,6,113
CCN(CC)S(=O)(=O)c1cccc(-c2nnc(C(=O)c3ccc(C(F)(F)F)cc3)o2)c1,6,/
